Bioassay records from PubChem BioAssay.
GBA enhancer – increases beta-glucosidase activity in Gaucher fibroblasts | P04062 | L444P Gaucher fibroblasts, 4-MU-glucoside fluorescence, 3 days | activation, % at 10 µM | actives 0.44% (n = 30,000) | AID 784; in the data active means activation above about 65%;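 further: 0% = vehicle wells and 100% = positive control wells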
Target sequence (P04062 whole entry L483P): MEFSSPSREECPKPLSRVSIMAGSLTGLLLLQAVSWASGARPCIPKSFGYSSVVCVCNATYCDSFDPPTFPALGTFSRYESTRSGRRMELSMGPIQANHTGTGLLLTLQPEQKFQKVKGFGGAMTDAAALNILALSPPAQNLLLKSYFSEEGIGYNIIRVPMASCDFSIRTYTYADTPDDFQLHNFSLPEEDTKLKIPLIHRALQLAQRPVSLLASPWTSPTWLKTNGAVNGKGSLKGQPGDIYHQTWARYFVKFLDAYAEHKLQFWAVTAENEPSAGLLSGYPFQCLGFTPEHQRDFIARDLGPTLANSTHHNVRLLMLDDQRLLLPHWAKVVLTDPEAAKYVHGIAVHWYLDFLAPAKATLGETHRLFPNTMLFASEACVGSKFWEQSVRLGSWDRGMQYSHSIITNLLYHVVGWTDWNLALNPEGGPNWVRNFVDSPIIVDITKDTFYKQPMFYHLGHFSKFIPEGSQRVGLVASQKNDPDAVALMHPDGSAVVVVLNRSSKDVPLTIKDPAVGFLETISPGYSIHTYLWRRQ
* marks the source's active call; other numbers are inactive results. Only part of the results is shown (hit frequency here may not be typical).

The opening eight compounds, to show the layout:
SMILES	GBA enhancer
Nc1ncnc2nc(Sc3ccc(Cl)cc3)[nH]c12	-25
Cc1occc1C(=O)NCc1cccc(CNC(=O)c2ccoc2C)c1	5
COc1ccccc1-c1cc(C(F)(F)F)nc(N2CCCC2)n1	3
COc1ccccc1-n1c(CNc2c(C)cccc2C)nnc1SCC(=O)N1CCOCC1	12
O=C(O)c1cc(-c2ccco2)[nH]n1	36
CCOC(=O)c1sc(NC(=O)CSc2nnc(Cc3ccccc3)o2)c(C#N)c1C	-77
CCSc1cnc(-c2ccccc2)n1CC	1
Cc1cc(C(=O)NCCCN2CCCC2=O)cs1	-10

The listing, repeating the preview:
SMILES	GBA enhancer
Nc1ncnc2nc(Sc3ccc(Cl)cc3)[nH]c12	-25
Cc1occc1C(=O)NCc1cccc(CNC(=O)c2ccoc2C)c1	5
COc1ccccc1-c1cc(C(F)(F)F)nc(N2CCCC2)n1	3
COc1ccccc1-n1c(CNc2c(C)cccc2C)nnc1SCC(=O)N1CCOCC1	12
O=C(O)c1cc(-c2ccco2)[nH]n1	36
CCOC(=O)c1sc(NC(=O)CSc2nnc(Cc3ccccc3)o2)c(C#N)c1C	-77
CCSc1cnc(-c2ccccc2)n1CC	1
Cc1cc(C(=O)NCCCN2CCCC2=O)cs1	-10
O=C(COc1ccccc1)N1CCN(S(=O)(=O)c2cccs2)CC1	-3
COc1cc2[nH]c(=O)n(CCCCCC(=O)NCCCN3CCCC3=O)c(=O)c2cc1OC	-19
COc1ccccc1CNC(=O)c1ccc(NS(=O)(=O)c2c(C)noc2C)cc1	0
CCC(=O)c1ccc(N2CCN(C(=O)Cc3ccccc3)CC2)c(F)c1	-42
CCc1ccc(NC(=O)CNS(=O)(=O)c2c(C)noc2C)cc1	-7
CCN(CC)CCCNC(=O)c1nn(-c2ccc(OC)cc2OC)c(=O)c2ccccc12	-49
Cc1ccc2cc(C#N)c(SCC(=O)NCC3CCCO3)nc2c1 (stereo not given)	-14
CCC1CCCCN1C(=O)Cn1c(=O)n(CCC(=O)NCc2ccco2)c(=O)c2sccc21 (stereo not given)	-3
O=C1CC(c2ccsc2)c2cc3c(cc2N1)OCCO3 (stereo not given)	-17
CCc1cc2cc(C)ccc2nc1SCC(=O)N1CCN(C(=O)c2ccco2)CC1	-4
CC(C)Cc1nc2oc3c(N4CCN(CCO)CC4)ncnc3c2c2c1CCCC2	-22
Oc1ccccc1-c1cc(C(F)(F)F)[nH]n1	3

A different layout for some results above.
SMILES,GBA enhancer
CCc1cc2cc(C)ccc2nc1SCC(=O)N1CCN(C(=O)c2ccco2)CC1,-4
CCN(CC)CCCNC(=O)c1nn(-c2ccc(OC)cc2OC)c(=O)c2ccccc12,-49
CC(C)Cc1nc2oc3c(N4CCN(CCO)CC4)ncnc3c2c2c1CCCC2,-22
CCC1CCCCN1C(=O)Cn1c(=O)n(CCC(=O)NCc2ccco2)c(=O)c2sccc21 (stereo not given),-3
Cc1ccc2cc(C#N)c(SCC(=O)NCC3CCCO3)nc2c1 (stereo not given),-14
CCC(=O)c1ccc(N2CCN(C(=O)Cc3ccccc3)CC2)c(F)c1,-42
CCc1ccc(NC(=O)CNS(=O)(=O)c2c(C)noc2C)cc1,-7

The list goes on:
SMILES	GBA enhancer
CCOC(=O)c1c(C2CC2)csc1NC(C)=O	-15
CCN1CCN(S(=O)(=O)c2cc(OCC(=O)NC3CCCCC3)c(C)cc2Cl)CC1	18
CCc1cccc(C)c1NC(=O)CSc1nnc(-c2ccco2)n1N	-41
CC(=O)c1sc2nc(-c3cccs3)cc(C(F)(F)F)c2c1N	-38
COC(=O)c1ccccc1N(C)S(C)(=O)=O	2
COc1cc(C2C(C(=O)c3ccco3)=C(O)C(=O)N2CCc2ccccc2)ccc1O (stereo not given)	-45
O=C(NCC1CCCO1)c1cc(-c2ccco2)nc2ccccc12 (stereo not given)	4
Cc1cc(N2C3CCC2CC(O)(c2ccc(F)cc2)C3)nc(-c2ccccc2)n1 (stereo not given)	-1
COCCCNC(=O)CN(c1cc(OC)ccc1OC)S(=O)(=O)c1ccccc1	14
Cc1ccc2nc(-c3cccc(NC(=O)c4ccco4)c3)[nH]c2c1	12
CCOC(=O)C1C2C=CC3(CN(CCc4ccccc4)C(=O)C13)O2 (stereo not given)	-8
CC(C)(C)C(=O)NC1CCN(C(=O)N2CCCC2)CC1	13
COc1ccccc1OCC(=O)OCC(=O)Nc1ncc(Cl)cc1Cl	5
CCn1c(CN2CCCCCC2=O)nnc1SCc1cnc(-c2ccccc2)s1	-1
CCCCOC(=O)CNc1nnc(SCC(=O)OCC)[nH]c1=O	-24
CCN1c2ccccc2-c2nc3ccccc3n2C1c1ccccn1 (stereo not given)	14
COCCSc1ccccc1C(=O)N1CCN(Cc2ccc3c(c2)OCO3)CC1	10
CSc1cccc(NC(=O)CSc2nc3ccccc3o2)c1	2
COc1ccc(CNc2nc3c(c(C(F)(F)F)n2)CCCCC3)cc1	14
COCCNC(=O)Cn1nc(-c2ccccc2OC)ccc1=O	-12
CCn1cc(C(=O)OCc2ccc(F)cc2)c(=O)c2ccc(C)nc21	-10
CCC(C)n1c(SC(C)C#N)nc2ccccc2c1=O (stereo not given)	-28
Cc1[nH]nc2c1C1(CCN(Cc3ccccc3)CC1)C(C#N)=C(N)O2	8
O=C(Nc1cccnc1)c1cc(-c2ccco2)on1	-12
C=CCN(C(=O)Nc1ccccc1)C1CC(=O)N(c2ccc(OC)cc2)C1=O (stereo not given)	-7
Fc1ccccc1Cn1nnc2c(NCCc3ccccn3)ncnc21	12
NC(=O)C1CCN(S(=O)(=O)c2cccc(S(=O)(=O)N3CCCCC3)c2)CC1	6
COc1cc2nc(NCC3CCCO3)n3nc(-c4cccnc4)nc3c2cc1OC (stereo not given)	27
CCOC(=O)COc1ccc(C(=O)NC2CCCCC2)cc1	-11
COC(=O)c1ccc(NC(=O)Cn2nc(SC)n(N)c2=S)cc1	-2
C=CCc1cccc(CNc2nc3ccccc3n2CC)c1O	-21
C=CCn1cnc2c(c1=O)c1nc3ccccc3nc1n2/N=C/c1cc(OC)c(OC)c(OC)c1	59
Cc1cc(Cl)c(S(=O)(=O)NCCC(=O)O)cc1OCC(N)=O	3
O=C(Nc1ccccc1C(=O)Nc1ccccc1C(=O)NCc1ccco1)c1ccco1	9
COc1cccc(NC(=O)N2CCCC2C(=O)Nc2ccc3c(c2)OCO3)c1 (stereo not given)	-17
Cc1cccc(N2CCN(C(=O)Cn3ccc4ccccc4c3=O)CC2)c1C	-23
COc1cc2c(C(=O)NCc3ccc(C)o3)cn(CC(C)C)c(=O)c2cc1OC	-57
CC1=CC(c2ccccc2)n2nc(N3C(=O)c4ccccc4C3=O)nc2N1 (stereo not given)	-11
CC(=O)N1CCc2cc(S(=O)(=O)NC(CC(C)C)C(=O)N3CCc4ccccc4C3)ccc21 (stereo not given)	-9
COc1ccc(N2C(=O)CCC(C(=O)O)C2c2ccc(F)cc2)cc1 (stereo not given)	-12
CCOC(=O)Cc1csc(SCn2nnc3ccccc3c2=O)n1	-40
Cc1ccc(S(=O)(=O)N2CCN(c3nc(C)nc4sc(C)c(C)c34)CC2)cc1	-20
O=C(c1ccco1)N1CCN(C(=O)c2cc(-c3ccccn3)nc3ccccc23)CC1	-19
O=C(CCC1COc2ccccc2O1)Nc1ccc(Cl)cn1 (stereo not given)	-14
Cc1cc(=O)[nH]c(SCc2nc3ccccc3n2Cc2ccccc2)n1	-14
COc1ccc(CCNC(=O)CSc2nnc(Cn3c(=O)sc4ccccc43)n2C)cc1OC	-1
O=C(O)C1C2C=CC(O2)C1C(=O)NCCC1=CCCCC1 (stereo not given)	2
O=C(Nc1ccc(-c2nc3ccccc3o2)cc1)C1CCCO1 (stereo not given)	8
CC(C)C1N(C(=O)CN2CCCC2)CCN1S(=O)(=O)c1ccccc1 (stereo not given)	-13
CCOC(=O)c1oc2cccc(OCC(O)CNC(C)C)c2c1C (stereo not given)	-95

The list goes on:
SMILES	GBA enhancer
CC(C)N1C(=O)CCC1C(=O)NC1CCCC1 (stereo not given)	-6
CCCCN(C)Cc1c(C)[nH]c2c(Cl)cccc2c1=O	-10
Cc1nc(C)c(NC(=O)N2CCc3ccccc32)cc1NC(=O)N1CCc2ccccc21	-1
CNc1oc(Cc2cccc3ccccc23)nc1C#N	43
Cc1ccc(N2C(=O)CSC2c2cccnc2)cc1F (stereo not given)	-27
CCc1cc(C=NC2CCCCC2)c(O)s1	43
CCOC(=O)c1nnn(-c2nonc2N)c1COc1ccccc1	-36
COc1cc(CC(=O)NCc2ccc3c(c2)OCO3)cc(OC)c1OC	-21
COc1ccc(CCC(=O)Nc2nc3c(s2)CN(C)CC3)cc1OC	21
O=C(NCCN1CCOCC1)c1csc2c1CCCCC2	-14
COc1ccc(CCNC(=O)CCS(=O)(=O)c2ccc3c(c2)CCN3C(C)=O)cc1OC	-38
CCOC(=O)N1CCN(S(=O)(=O)c2ccc(F)cc2)CC1	3
Cc1c(C(=O)COC(C)(C)C)[nH]c2ccccc12	-6
NCc1cccc(-n2cccn2)c1	-13
COc1ccc(F)cc1S(=O)(=O)n1cc(C)nc1-c1ccccc1	4
Cc1ccc(OCCCN(C)C)c(Br)c1	-9
COC(=O)CSc1ncc(C#N)c(N)n1	-4
CC(CP(=O)(O)O)NC(=O)Cc1ccccc1 (stereo not given)	0
CCc1nc(N2CCC(C)CC2)c2oc3ccccc3c2n1	-29
C=C(C)CSc1nnc([C@@H]2CCCN2C(=O)OC(C)(C)C)o1	-20
O=C(Nc1ccc(S(=O)(=O)Nc2cnc3ccccc3n2)cc1)c1ccc(Br)o1	2
CC(C)(C)c1csc(NC(=O)c2ccc(Cl)s2)n1	25
Cc1cc(Cl)ccc1OC(C)C(=O)Nc1ccccc1N1CCOCC1 (stereo not given)	-28
COCCN1Cc2cccc(C(=O)NCc3ccccc3OC)c2C1=O	-24
Cc1cccn2c(=O)c3cc(C(=O)N(C)C)n(C)c3nc12	-12
Cc1cccc(NC(=O)COc2ccc(Br)cc2C)n1	7
CCN(CC)CCCN1C(=O)C(O)=C(C(=O)c2cccs2)C1c1ccccn1 (stereo not given)	-20
N#CC1=C(N)C(C#N)(C#N)[C@H](c2ccoc2)[C@H]2CN(Cc3ccccc3)CC=C12	-19
O=C(O)Cn1cccc1C(=O)c1ccccc1	-18
CCN(CC(=O)N1CCCCCC1)S(=O)(=O)c1ccc(Cl)cc1	-3
CCCn1c(=O)c2c(c3ccccc31)OC(C)C(=O)N2 (stereo not given)	-5
CCOc1ccc(CCNc2nc3c(c(=O)n(C)c(=O)n3C)n2CC)cc1OCC	-16
O=C(NCc1cccs1)Nc1cccs1	1
CC(C)CC1N=C2c3ccccc3N=C(SCc3cc(=O)n4ccccc4n3)N2C1=O (stereo not given)	4
CCOC(=O)N1CCN(C(=O)C2CCN(S(=O)(=O)N3CCCC3)CC2)CC1	21
CCOc1cccc(/C(O)=C2/C(=O)C(=O)N(CCOC)C2c2ccncc2)c1 (stereo not given)	0
O=C(Nc1ccc2c(c1)nc1n2CCN(Cc2ccccc2)C1)c1cccs1	23
N#CC1=C(N)OC(c2ccccc2)=C(C#N)C1c1ccc2c(c1)OCO2 (stereo not given)	-17
CCC(C)(C(=O)NC1CCCC1)N(Cc1cccs1)C(C)=O (stereo not given)	0
CCOc1cc(S(=O)(=O)n2nc(C)cc2C)ccc1F	-112
CC(=O)Nc1cc(C(=O)O)ccc1S(=O)(=O)c1ccc(Cl)cc1	-27
COc1cccc(NC(=O)Cc2nnc(SCC(=O)c3ccccc3)n2C)c1	5
Cc1ccnc(SCCn2c(N3CCN(C)CC3)nc3c2c(=O)[nH]c(=O)n3C)n1	9
COc1ccc(N=CC2=C(O)CC(C)(C)CC2=O)cc1	12
Cn1c(Cc2cccs2)nnc1SC/C=C/c1ccccc1	-8
CCOC(=O)c1nnn(-c2nonc2N)c1-c1ccc(OC)cc1	17
Cc1cccc(NC(=O)Cn2c(C)c(C#N)c3ccccc32)c1C	-12
O=C(NCc1cccs1)C1CCCN1C(=O)Nc1ccccc1 (stereo not given)	-16
CC(=O)N1C2CCCCC2S[C@H]2CCCCC21 (stereo not given in full)	-6
NC(=O)c1ccsc1NC(=O)COc1ccccc1	-13

(continued)
SMILES	GBA enhancer
N#Cc1c(NC(=O)CSc2nnc(-c3ccncc3)n2CC2CCCO2)sc2c1CCCC2 (stereo not given)	-1
CC(=O)NC1C2CN3CCN(C2)CC1(Cc1ccccc1)C3 (stereo not given)	7
COc1ccccc1NC(=O)c1ccc(N)cc1	-17
Cc1cc(NS(=O)(=O)c2ccc(NC(=O)NC3CCCCC3)cc2)no1	-11
CSc1nnc2c(n1)OC=Nc1ccccc1-2	-10
Cc1ccc(C(=O)N(c2ccccn2)C(C)c2ccco2)cc1 (stereo not given)	-21
O=C(CSc1n[nH]c(-c2ccccc2)n1)c1ccc(O)c(O)c1	-13
O=C(COC(=O)C1CCCCC1)Nc1ccc(N2CCCCC2)cc1	-44
COc1ccccc1CN(C(=O)c1ccco1)C(C(=O)NC1CCCC1)c1ccncc1 (stereo not given)	7
Cc1nc2ccc(S(=O)(=O)NCC(=O)NCc3ccc4c(c3)OCO4)cc2s1	2

Rewritten as labelled records: part of the list above.
> N#Cc1c(NC(=O)CSc2nnc(-c3ccncc3)n2CC2CCCO2)sc2c1CCCC2 (stereo not given)
  GBA enhancer: -1

> CC(=O)NC1C2CN3CCN(C2)CC1(Cc1ccccc1)C3 (stereo not given)
  GBA enhancer: 7

> COc1ccccc1NC(=O)c1ccc(N)cc1
  GBA enhancer: -17

> Cc1cc(NS(=O)(=O)c2ccc(NC(=O)NC3CCCCC3)cc2)no1
  GBA enhancer: -11

Later entries:
SMILES	GBA enhancer
NS(=O)(=O)c1ccc(C(=O)O)cc1	-20
O=C(c1cccs1)N1CCN(C(=O)c2ccco2)c2ccccc2C1	-23
Cc1ccc(Cn2nnc3c(=O)n(CC(=O)OCc4ccccc4)cnc32)cc1	-17
Cc1cc(C)n2cc(CSCc3ccco3)nc2n1	1
COc1cccc(N2CCN(Cc3nc(N)nc(Nc4ccccc4)n3)CC2)c1	5
COc1ccc(-c2n[nH]c(C)c2-c2ccc(OC)c(OC)c2)c(O)c1	-27
Cc1cccc(-n2ncc3c(NCc4cccs4)ncnc32)c1	-6
CCOc1ccccc1NC(=O)c1c(NC(=O)CNCc2ccco2)sc2c1CCC2	-32
O=C(C1CCCCC1)N1CCC(c2nc3c(nnn3Cc3ccccc3Cl)c(=O)[nH]2)CC1	-26
